Assay outcomes as filed in PubChem BioAssay.
APOBEC3A inh – inhibitors of human APOBEC3A DNA deaminase; P31941; recombinant A3A, FAM/TAMRA ssDNA deamination fluorescence; inhibition, % at 20 µM; 330,000 tested, 0.41% active;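 active = at least 40% inhibition at 20 µM here, with at most 30% in a related deaminase screen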;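 note: plate controls were A3A with DMSO for no effect and wells lacking A3A enzyme for full effect; some results filed as inactive read as strong as hits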
Target sequence (P31941 whole entry, looked up): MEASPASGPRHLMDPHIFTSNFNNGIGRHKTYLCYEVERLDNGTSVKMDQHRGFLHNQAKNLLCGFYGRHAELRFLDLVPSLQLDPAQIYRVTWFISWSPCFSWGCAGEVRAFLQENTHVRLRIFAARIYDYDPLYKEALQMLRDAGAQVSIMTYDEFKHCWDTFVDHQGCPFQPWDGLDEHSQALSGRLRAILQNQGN
beta cell repl – inducers of beta-cell replication in MIN6 cells | MIN6 cells proliferation, ATPlite luminescence, 48 h; cells starved in 0.2% serum; 100% = growth in 10% serum | 330,000 tested, 0.29% active | proliferation, % at 10 µM;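 active = compounds whose signal lies at least 3.5 SD above the mean of all wells on their plate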;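 note: 0% = DMSO-treated cells in low-serum medium and 100% = 10% serum control; some compounds called inactive have numbers as strong as hits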
hIAP act – increases human intestinal alkaline phosphatase activity. P09923. activation factor at 10 µM. 330,000 tested, 0.16% active. purified human IAP, CDP-Star luminescence, 30 min; hits give high values; 1 = vehicle-only enzyme, 0 = enzyme-free background;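 active = activation factor of the enzyme at least 2-fold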; note: the source names both 10 and 20 µM as test concentration; values of inactives mirror those of a sister screen read the other way
Target sequence (P09923 whole entry, looked up): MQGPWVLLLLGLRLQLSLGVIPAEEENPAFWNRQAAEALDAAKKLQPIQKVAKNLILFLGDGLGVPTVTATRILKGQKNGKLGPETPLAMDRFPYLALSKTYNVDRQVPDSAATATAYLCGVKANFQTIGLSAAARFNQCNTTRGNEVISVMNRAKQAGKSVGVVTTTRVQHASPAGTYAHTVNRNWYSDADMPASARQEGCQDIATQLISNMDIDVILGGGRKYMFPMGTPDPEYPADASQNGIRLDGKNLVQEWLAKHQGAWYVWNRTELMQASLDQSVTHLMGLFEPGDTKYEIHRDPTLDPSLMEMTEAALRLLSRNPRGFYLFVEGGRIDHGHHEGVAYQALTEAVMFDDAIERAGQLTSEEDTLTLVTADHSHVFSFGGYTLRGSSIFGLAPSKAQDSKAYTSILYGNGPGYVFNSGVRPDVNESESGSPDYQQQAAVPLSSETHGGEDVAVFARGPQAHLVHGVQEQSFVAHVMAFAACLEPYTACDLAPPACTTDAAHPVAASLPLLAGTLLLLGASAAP
mIAP inh – mouse IAP inhibition | purified mouse IAP, CDP-Star luminescence, 30 min | inhibition, % at 10 µM | 330,000 tested, 0.2% active | AID 2806;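 active = inhibition of at least 40% at 10 µM in the primary screen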;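 note: plate controls were DMSO with enzyme for no effect and no enzyme wells for full effect; values of inactives mirror those of a sister screen read the other way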
mIAP act – mouse IAP activation | AID 2805 | activation factor at 10 µM | 330,000 tested, 0.24% active | muIAP, CDP-Star luminescence, 30 min; hits give high values; 1 = vehicle-only enzyme signal, 0 = enzyme-free wells;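 active = activation factor of at least 2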; note: the source names both 10 and 20 µM as test concentration; values of inactives mirror those of a sister screen read the other way
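Assay system: mouse IAP enzyme; Reagent: CDP-Star chemiluminescent phosphatase substrate; Compound: DMSO-dissolved test compounds; Incubation: 30 min, room temperature; Technique: luminescence from enzymatic CDP-Star hydrolysis; Controls: DMSO-only wells and no-enzyme negative control.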
hIAP block – blocks human intestinal alkaline phosphatase; inhibition, % at 10 µM; P09923; 330,000 tested, 0.12% active; purified IAP, CDP-Star luminescence, 30 min; AID 2544;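 active = inhibition reaching a set limit with compound at 10 µM in the primary screen, cut at about 35% in these data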;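 note: plate controls were DMSO wells with enzyme for no effect and no-enzyme buffer wells for full effect; values of inactives mirror those of a sister screen read the other way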
MPTP inh – blocks calcium-induced mitochondrial swelling | inhibition, % at 10 µM | AID 602449 | isolated mouse mitochondria, Ca2+ swelling absorbance, 30 min | 360,000 tested, 1.4% active;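 active = inhibition of 50% or more, scaled per plate between neutral and stimulator controls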;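 note: 0% = DMSO wells given calcium and 100% = 1 mM EGTA wells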
NR3A LBD binder – modulates the human NR3A ligand-binding domain; AID 1259313; NR3A LBD differential scanning fluorimetry, Tm shift; 0% = protein alone, 100% = glycine-bound protein; Tm shift relative to glycine control, % at 25 µM; 340,000 tested, 2.5% active;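 active = melting temperature shift of at least 10% of the positive control shift, at one fixed dose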
APOBEC3G inh – blocks human APOBEC3G single-stranded DNA deamination | recombinant A3G, ssDNA deamination FAM/TAMRA fluorescence | inhibition, % at 20 µM | 330,000 tested, 0.28% active;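 active = inhibition of at least 40% at 20 µM, with no more than 30% in the related APOBEC3A deaminase screen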;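 note: plate controls were DMSO wells with A3G for no effect and wells lacking A3G enzyme for full effect; some compounds called inactive have numbers as strong as hits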
* marks the source's active call; other numbers are inactive results; / = not tested or not shown; & = joins results of further samples.

structure	mIAP act	APOBEC3G inh	hIAP block	APOBEC3A inh	MPTP inh	hIAP act	beta cell repl	mIAP inh	NR3A LBD binder
CCN(CC)S(=O)(=O)c1ccc(C(=O)NC(=S)N(CCO)Cc2ccccc2)cc1	0.88	-4	13	-4	0.1	0.87	6	12	-2
CC(CCc1ccco1)NC(=O)Nc1cccc(F)c1 (stereo not given)	1.4	-9	15	-4	12	0.85	-2	-42	-14
CC1CN(CC(=O)Nc2nc3ccccc3s2)CC(C)O1 (stereo not given)	0.98	-6	4	0	0.2	0.96	-3	2	0
O=C(Nc1cccc2ncccc12)c1ccc(OCc2ccccc2)cc1	0.88	-10	4	-2	9.6	0.96	-3	12	-1
Cc1cc(C)cc(C(=O)N(c2ccccn2)C(C)c2ccco2)c1 (stereo not given)	1	-7	-22	-1	1.1	1.2	0	-4	-1
CCCOc1ccc(/C=C/C(=O)NC2CCCCC2)cc1OC	1	-3	33	0	0.7	0.67	2	-5	0
CC(C)COc1ccc(C(=O)Nc2ccc([N+](=O)[O-])cc2)cc1	1.2	-5	5	-8	-1.7	0.95	-1	-15	-4
O=C(OCC(=O)N1CCCC1=O)c1nc(Cl)c(Cl)c(Cl)c1Cl	1.1	0	-23	14	-1.4	1.2	-6	-10	4
Cn1c(=S)oc2ccccc21	0.98	-6	-8	-5	1.9	1.1	0	2	1
O=C(NCCc1ccccc1)c1c[nH]c2c(F)cccc2c1=O	1	-10	-1	-5	-1.3	1	-1	-2	0
Cc1csc(CN(C)C(=O)CC2C(=O)NCCN2CC(C)(C)C)n1 (stereo not given)	0.9	-7	-4	-4	-0.2	1	-1	10	1
COc1cc(NC(=S)NNC(=O)CC(C)C)c(OC)cc1Cl	0.99	0	6	2	1.8	0.94	3	1	-2
CN1CCN(CC(C)(C)NS(=O)(=O)c2ccccc2)CC1	1	-9	-2	-3	0.5	1	0	-2	-1
Cc1ccc2c(c1)C1CN(C)CCC1N2C(=O)COc1ccccc1F (stereo not given)	1.1	-6	1	-10	1.2	0.99	-3	-9	-3
COc1cc(/C=C/c2cccc[n+]2C)ccc1OCC(=O)Nc1cccc(Cl)c1	1	19	7	81*	-0.2	0.93	0	-2	-3
CN(C)S(=O)(=O)N(Cc1ccc(Br)cc1)c1ccccc1	0.95	-4	5	2	-1.3	0.95	-3	5	2
CCCCSCCCNC(=O)c1cn(CC)c2ccc(S(=O)(=O)N3CCOCC3)cc2c1=O	0.96	-9	-15	-5	-1.4	1.1	-3	4	1
CCOC(=O)C1=C(COC(=O)CCNS(=O)(=O)c2ccc(C)c(C)c2)NC(=O)NC1C (stereo not given)	1.1	-3	5	2	-0.9	0.95	2	-10	0
COC(=O)C1(C)NC(c2ccccc2F)C2C(=O)N(c3ccccc3)C(=O)C21 (stereo not given)	0.95	-3	19	-1	1.3	0.81	-3	5	-6
Cc1noc(C)c1S(=O)(=O)NCCN1CCN(c2ccccc2)CC1	0.9	-3	-4	0	2.2	1	0	10	0
O=c1[nH]c(CSc2nc(-c3ccccc3)cs2)nc2ccccc12	0.98	-8	17	-3	6.7	0.83	0	2	-10
CN(C)CC(=O)Nc1ccc(S(N)(=O)=O)cc1	1	3	-7	0	0.9	1.1	-2	-1	-1
O=c1[nH]c(CSc2nnc(-c3ccccc3)n2C2CCCCC2)nc2ccccc12	0.95	-9	-12	-1	0.5	1.1	1	5	-17
CC(C)(C)c1ccc(C(=O)NCC(=O)N2CCCCCC2)cc1	0.97	-4	-1	1	-1.9	1	-2	3	-1
CC(C)(C)c1ccccc1OCC(=O)NCCC(=O)O	1	-4	8	-2	-0.4	0.92	-2	-3	-2
Cc1cccc(N=Nc2ccc(O)c3ncccc23)c1	0.73	5	-15	5	8.8	1.2	0	26	-7
CN(C)C(=O)CSc1nc2ccc(C(=O)c3ccccc3)cc2[nH]1	0.92	-4	-6	3	0.4	1.1	-3	8	0
COCC(=O)N(Cc1cc2cc(C)ccc2[nH]c1=O)c1ccccc1	1	-4	20	1	1.0	0.8	-4	-1	-1
Cc1onc(-c2c(F)cccc2Cl)c1C(=O)NC1=NCCS1	0.96	-3	-16	-3	-1.4	1.2	-2	4	1
COc1ccc(OC)c(Nc2nc(-c3sc(NC(=O)C(C)(C)C)nc3C)cs2)c1	0.84	-9	-4	6	1.5	1	-7	16	-7
Cc1ccc(S(=O)(=O)Nc2c(C)n(C)n(-c3ccccc3)c2=O)cc1	1.1&0.98	7&-3	-10&-7	-6&-2	-2.1&-1.7	1.1&1.1	-3&2	-6&2	0
O=C(O)c1cc(-c2ccc(Br)s2)nc2ccccc12	0.98	-1	6	0	0.5	0.94	-5	2	2
Cc1occc(=O)c1OCc1c(Cl)cccc1Cl	0.89	-2	14	0	0.2	0.86	0	11	0
O=C(CN(C(=O)CNS(=O)(=O)c1ccccc1)c1ccc(Cl)cc1)NCC1CCCO1 (stereo not given)	1	-11	-13	-5	-0.4	1.1	0	-1	0
C/C(=N\NC(=O)c1cccc(O)c1)c1cccc(NC(=O)c2ccc(F)cc2)c1	1.1	13	4	10	-0.1	0.96	-5	-5	-5
O=S1(=O)C[C@@H](N2CCOCC2)[C@H](N2CCOCC2)C1	0.87	-7	-14	-2	-1.5	1.1	1	13	0
Cc1nnc(SCC(=O)N2CCOCC2)[nH]c1=O	1.1	-3	-2	2	26	1	0	-5	-4
Cc1cccc(C)c1NC(=O)CN(C)C(=O)Cn1c(=O)cnc2ccccc21	0.97	-7	10	1	-1.7	0.9	1	3	-11
COc1cc(NC(=O)c2cccs2)c(OC)cc1NC(=O)CCC(=O)Nc1ccc(C)cc1	0.96	-14	8	-6	0.4	0.92	5	4	-1
COc1ccc(CC(=O)OCn2nnc3ccccc3c2=O)cc1	0.98	7	-2	5	2.5	1	1	2	0
Cn1nnnc1SCc1ccccc1[N+](=O)[O-]	0.9	-1	12	1	-2.1	0.88	-1	10	-1
CCOC(=O)CN(C(=O)Cn1nnc(-c2ccc(OC)cc2)n1)C(C(=O)NC1CCCC1)c1ccc(F)cc1 (stereo not given)	1.8	-7	-16	-2	0.0	1.2	0	-82	-2
N#C/C(=C\c1cn(-c2ccccc2)nc1-c1cc2ccccc2o1)c1nc2ccccc2[nH]1	0.96	-4	7	0	19	0.93	-3	4	-10
COc1cccc(C(=O)CN2C3=NCCCN3c3ccccc32)c1	0.88	-1	6	3	-3.6	0.94	-1	12	2
COc1ccc(-c2csc(CCN3N=C(C)CC3=O)n2)cc1	1	-6	-3	-3	0.2	1	-5	-2	-2
Cc1cc(Oc2ccc(=O)n(C)n2)nc(Oc2ccc(=O)[nH]n2)n1	1	-12	-9	-7	1.0	1.1	1	-1	0
CCOC(=O)c1[nH]c(C)c(C(=O)NCc2cccnc2)c1C	0.9	-4	5	-4	-0.4	0.95	5	10	0
Cc1nn(CCC(=O)Nc2cccc(C#N)c2)c(C)c1S(=O)(=O)N1CCCCC1	0.96	-4	-7	-3	-1.7	1.1	2	4	-1
Cc1cccc2cncc(OCc3nnc(SC(F)F)n3C)c12	1	-2	-1	4	-0.6	1	1	-1	-2
Cc1cccc(COCC(CC(C)C)N2CCN(C(=O)c3ccc(C(F)(F)F)cc3)CCC2=O)c1 (stereo not given)	1.1	-11	1	-1	0.5	0.99	-6	-5	-1
C/C(Cc1ccccc1)=N\NC(=O)CNC(=O)c1ccccc1F	1	-7	-6	-4	-0.5	1.1	-3	-4	5
COc1cc(C(=O)NNC(=S)NC(=O)c2ccc(Cl)cc2)cc(OC)c1OC	0.86	-11	-64	-4	9.7	1.6	0	14	-6
Cn1cc(SCC(=O)N2CCOCC2)c2ccccc21	1	-7	-6	-3	-0.1	1.1	-3	-2	5
COc1ccc(C)c2sc(N(CCCN(C)C)C(=O)CS(=O)(=O)c3ccc(F)cc3)nc12	0.98	-4	-10	2	85*	1.1	0	2	/
CCC(C)(C)NC(=O)C(c1cccs1)N(C(=O)c1ccn[nH]1)c1cccc(OC)c1 (stereo not given)	1	-5	6	-1	-0.1	0.94	-1	-4	0
COc1ccc(-n2c(=O)c(CCC(=O)N3CCC(C)CC3)nc3ccccc32)cc1	0.99	-9	4	-6	-0.5	0.96	4	1	4

Later entries:
structure	mIAP act	APOBEC3G inh	hIAP block	APOBEC3A inh	MPTP inh	hIAP act	beta cell repl	mIAP inh	NR3A LBD binder
Cc1ccc(NCC(=O)Nc2cccc(S(=O)(=O)N(C)C)c2)cc1S(=O)(=O)N1CCCCCC1	1.2	-6	-5	-1	15	1.1	-5	-21	2
C=CCNC(=O)c1onc(CSc2cccc(Cl)c2)c1C(=O)O	1.1	16	12	4	-0.6	0.88	-3	-9	-2
CCc1ccc(NC(=O)CN(c2ccc(OC)cc2)S(=O)(=O)c2c(C)[nH]c(=O)[nH]c2=O)cc1	0.97	-4	-26	-3	-0.2	1.3	3	3	1
C=CCn1c(=O)c2c3c(sc2n2c(Nc4ccc(C(=O)OCC)cc4)nnc12)CCCC3	0.87	-6	4	-2	7.9	0.96	-1	13	0
CCOc1ccc(NCCC#N)cc1	0.91	2	0	-2	0.5	1	-1	9	-2
CN(C)c1ccc(/C=N/NC(=O)CCCO)cc1	1	-9	4	-4	-1.9	0.96	0	-2	1
COC(=O)c1sccc1NC(=O)Nc1ccc(Cl)c(Cl)c1	1.3	-6	-1	-3	103*	1	-3	-25	-1
CC(C)COP(=O)(c1ccc(N(C)C)cc1)C(O)c1ccncc1 (stereo not given)	0.94	-5	16	-3	-2.6	0.84	-1	6	-1
CCC(Sc1ccc2nnc(-c3cccnc3)n2n1)C(=O)OC (stereo not given)	0.96	-3	4	1	0.1	0.95	-1	4	0
CCOc1ccccc1NC(=O)NNC(=O)COc1cccc(C)c1C	0.93	-4	-70	-2	-0.3	1.7	-2	7	0
CC(C)(C)C(=O)/C(C#N)=C/c1ccc(O)cc1	1	-9	2	-3	1.2	0.98	-1	-1	1
CCOc1ccc2[nH]c3c(=O)n(CCc4ccc(OC)cc4)cnc3c2c1	0.97	-3	-12	2	0.9	1.1	-4	3	3
CCCn1c(N)c(C(=O)CN(C)CC(=O)Nc2c(C)cc(C)cc2C)c(=O)[nH]c1=O	1	1	-24	1	-1.4	1.2	1	-3	-1
Cc1c(NS(=O)(=O)c2cccc(C(=O)Nc3ccccc3)c2)c(=O)n(-c2ccccc2)n1C	1	3	5	1	-0.2	0.95	3	-1	0
Cc1ccc(C(=O)n2nc(-c3ccccc3)nc2NCc2ccco2)cc1	0.9	-4	4	-3	-0.1	0.96	-3	10	3
Cc1ccc(C(=O)NCCn2c(N)c(C#N)c3nc4ccccc4nc32)cc1	1	-3	-2	1	1.0	1	0	-4	-2
COc1cccc(NS(=O)(=O)c2ccc3c(c2)CCN3C(C)=O)c1	0.98	-6	-21	-2	-0.6	1.2	-1	2	-1

Pulled one by one from the list above, 2 records:
structure	mIAP act	APOBEC3G inh	hIAP block	APOBEC3A inh	MPTP inh	hIAP act	beta cell repl	mIAP inh	NR3A LBD binder
CCC(Sc1ccc2nnc(-c3cccnc3)n2n1)C(=O)OC (stereo not given)	0.96	-3	4	1	0.1	0.95	-1	4	0
CCOc1ccc2[nH]c3c(=O)n(CCc4ccc(OC)cc4)cnc3c2c1	0.97	-3	-12	2	0.9	1.1	-4	3	3
